Hsp70 displacement: small molecules displacing fluorescent ligand from Hsp70 – biochemical, fluorescence polarization, primary screen (AID 583) | Hsp70 fluorescence polarization probe displacement, mP; higher % means a stronger effect | displacement, % at 20 µM, or IC50 in µM where a hit was titrated | actives 0.06% (n = 140,000); in the data active = displacement above about 50%;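 note: plate controls were vehicle for no effect and reference ligand for full effect; a part of the inactive calls stands beside numbers as strong as those of hits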
Rat MKP-3 inhibitors: MKP-3 phosphatase inhibitors, primary screen, biochemical, rat enzyme, in vitro (AID 425). recombinant MKP-3 phosphatase activity, fluorescence; higher % means a stronger effect. inhibition, % at 20 µM, or IC50 in µM where a hit was titrated. actives 0.17% (n = 110,000); in the data active = inhibition above about 50%;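 note: plate controls were vehicle for no effect and reference inhibitor for full effect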
* marks the source's active call; other numbers are inactive results; & = joins results of further samples.

Results for COc1ccc(C2/C(=C(\O)c3ccc([N+](=O)[O-])cc3)C(=O)C(=O)N2CCCCCC(=O)O)cc1 (stereo not drawn) ?
Hsp70 displacement: -5.6%; Rat MKP-3 inhibitors: 0.7%

What do the screens show for `Cc1c(O)ccc(C(=O)COc2ccc(F)cc2)c1O`?
Hsp70 displacement: 1.8%

Results for O=C(Nc1cccnc1)c1cc(-c2ccc(Br)cc2)on1 ?
Hsp70 displacement: -3.7%; Rat MKP-3 inhibitors: -9.8%

What do the screens show for `Cc1ccc(N(C(=O)CC2NC(=O)NC2=O)C2(C(=O)NC3CCCC3)CCCCC2)cc1` (stereo not drawn)?
Hsp70 displacement: 0.1%; Rat MKP-3 inhibitors: -3.6%

Results for COc1ccc(NC(=O)CCN2C(=O)/C(=C/c3cccs3)SC2=S)cc1 ?
Hsp70 displacement: -5.9%; Rat MKP-3 inhibitors: 3.0%

What do the screens show for `CCOC(=O)c1c(C)c(C(=O)Nc2cc(OC)ccc2OC)c(C)n1CC`?
Hsp70 displacement: 0.4%; Rat MKP-3 inhibitors: 8.4%

Results for O=C(Nc1ccc(Br)cc1C(=O)O)c1cccc(N2C(=O)c3ccccc3C2=O)c1 ?
Hsp70 displacement: 14.8%; Rat MKP-3 inhibitors: 13.2%

Results for COc1ccc(OCCn2cc(/C(N)=N/O)c3ccccc32)cc1 ?
Hsp70 displacement: -4.3%

What do the screens show for `Cc1ccc(OCC(=O)Nc2ccc(C)c(Cl)c2)c(Br)c1`?
Hsp70 displacement: -0.6%; Rat MKP-3 inhibitors: 1.9%

How did O=C(Nc1cccc(-c2cn3cccnc3n2)c1)c1ccco1 do in these assays?
Hsp70 displacement: -0.2%; Rat MKP-3 inhibitors: -1.1%

Results for COC(=O)c1cc(N2C(=O)C3C4C=CC(C5CC45)C3C2=O)ccc1Cl (stereo not drawn) ?
Hsp70 displacement: 1.0%; Rat MKP-3 inhibitors: -2.2%

How did O=C(Nc1ccc(OC(F)(F)F)cc1)c1ccc(-c2cccc(Cl)c2)o1 do in these assays?
Hsp70 displacement: 4.8%; Rat MKP-3 inhibitors: 0.2%

Results for O=C(Nc1cccnc1Cl)c1cccnc1Cl ?
Hsp70 displacement: 12.1%

How did CC1CC(=O)NN=C1c1ccc(N2CCOCC2)c([N+](=O)[O-])c1 (stereo not drawn) do in these assays?
Hsp70 displacement: -0.4%; Rat MKP-3 inhibitors: 2.0%

Results for Cc1nn(-c2ccccc2)c2c1C(c1ccc(O)c(O)c1)N1C(=N2)C(Nc2ccccc2)=Nc2ccccc21 (stereo not drawn) ?
Hsp70 displacement: 6.8%

What do the screens show for `CCCN(CCO)Cc1ccc(F)c(Br)c1`?
Hsp70 displacement: -3.6%; Rat MKP-3 inhibitors: -1.7%

How did COc1ccc(NC(=O)Cn2nnc(C(=O)NCCc3ccc(OC)c(OC)c3)c2N)cc1 do in these assays?
Hsp70 displacement: 0.9%

How did CCOC(=O)c1c(C)c(C(=O)N2CCCCCC2)c(C)n1CC do in these assays?
Hsp70 displacement: 2.0%; Rat MKP-3 inhibitors: -7.2%

Results for CCOC(=O)C1=C(O)/C(=C/c2cccc(O)c2)SC1=Nc1ccccc1 ?
Hsp70 displacement: -2.7%; Rat MKP-3 inhibitors: 3.5%

What do the screens show for `COC(=O)Cc1cc(=O)[nH]c(/N=C(\N)Nc2ccc(C)cc2)n1`?
Hsp70 displacement: 3.3%

Arranged by length of the SMILES (falling): 3 of the compounds above.
Results for Cc1nn(-c2ccccc2)c2c1C(c1ccc(O)c(O)c1)N1C(=N2)C(Nc2ccccc2)=Nc2ccccc21 (stereo not drawn) ?
Hsp70 displacement: 6.8%

What do the screens show for `Cc1ccc(N(C(=O)CC2NC(=O)NC2=O)C2(C(=O)NC3CCCC3)CCCCC2)cc1` (stereo not drawn)?
Hsp70 displacement: 0.1%; Rat MKP-3 inhibitors: -3.6%

What do the screens show for `CCCN(CCO)Cc1ccc(F)c(Br)c1`?
Hsp70 displacement: -3.6%; Rat MKP-3 inhibitors: -1.7%

Next part.
How did Cc1ccc(C)n1NC(=O)c1ccc(Cl)cc1Cl do in these assays?
Hsp70 displacement: 7.3%; Rat MKP-3 inhibitors: -17.3%

How did CNC(=O)C1CC(=O)N(Cc2ccccc2)C(=Nc2ccc(OC)cc2)S1 (stereo not drawn) do in these assays?
Hsp70 displacement: -1.3%; Rat MKP-3 inhibitors: 2.6%

How did Cc1ccc(Nc2nc(C(=O)NCCCN3CCOCC3)cs2)cc1 do in these assays?
Hsp70 displacement: -3.5%; Rat MKP-3 inhibitors: -3.7%

How did NC(=O)C1CCN(c2ncnc3c2c(-c2ccccc2)cn3-c2ccccc2)CC1 do in these assays?
Hsp70 displacement: -2.0%; Rat MKP-3 inhibitors: 2.2%

How did Cc1ccc(S(=O)(=O)N2CCOCC2)cc1NC(=O)COC(=O)CCC(=O)c1cccs1 do in these assays?
Hsp70 displacement: -3.1%

How did O=C(OC1CCOC1=O)c1cncc(Br)c1 (stereo not drawn) do in these assays?
Hsp70 displacement: 14.1%; Rat MKP-3 inhibitors: -6.1%

What do the screens show for `CCN(CC)CC(O)COc1ccccc1` (stereo not drawn)?
Hsp70 displacement: 4.0%; Rat MKP-3 inhibitors: 0.1%

What do the screens show for `Cc1ccc2cc(C#N)c(SCC(=O)NCC3CCCO3)nc2c1` (stereo not drawn)?
Hsp70 displacement: 1.7%; Rat MKP-3 inhibitors: 1.1%

How did O=C(Oc1ccccc1Cl)c1ccccc1P(=O)(O)O do in these assays?
Hsp70 displacement: 5.2%

Results for CN=CC1=C(O)CC(C)(C)CC1=O ?
Hsp70 displacement: 1.7%; Rat MKP-3 inhibitors: -12.1%

What do the screens show for `Cc1ccc(N2C(=O)[C@@H]3[C@H](C2=O)C2CCCN2[C@@H]3C(=O)c2ccccc2)cc1` (stereo partly drawn)?
Hsp70 displacement: 4.8%; Rat MKP-3 inhibitors: -8.0%

What do the screens show for `CC1(C)Cc2c(sc3nc4n(c(=O)c23)CCC4)CO1`?
Hsp70 displacement: 1.7%; Rat MKP-3 inhibitors: 4.7%

Results for CC1=CC(=O)C(C(C)C)=C/C1=N/OC(=O)c1cccc([N+](=O)[O-])c1 ?
Hsp70 displacement: -3.3%

Results for O=C1CC(c2ccsc2)c2cc3c(cc2N1)OCCO3 (stereo not drawn) ?
Hsp70 displacement: 9.1%; Rat MKP-3 inhibitors: 6.2%

How did COc1ccc(NC(=O)CN(c2cc(C)cc(C)c2)S(=O)(=O)c2c(C)noc2C)cc1 do in these assays?
Hsp70 displacement: -3.7%; Rat MKP-3 inhibitors: 1.4%

Results for Cc1ccc2c(c1)NC(c1ccc(Cl)cc1Cl)C1=C(CC(C)(C)CC1=O)N2 (stereo not drawn) ?
Hsp70 displacement: -4.3%; Rat MKP-3 inhibitors: 2.4%

What do the screens show for `O=C1NCC(COc2ccc([N+](=O)[O-])cc2)O1` (stereo not drawn)?
Hsp70 displacement: 4.0%; Rat MKP-3 inhibitors: -3.8%

What do the screens show for `COC(=O)c1ccccc1N(C)S(C)(=O)=O`?
Hsp70 displacement: 3.9%; Rat MKP-3 inhibitors: -4.5%

What do the screens show for `CS(=O)(=O)N(CC(=O)N1CCN(c2cccc(Cl)c2)CC1)c1cccc(F)c1`?
Hsp70 displacement: -0.9%; Rat MKP-3 inhibitors: -8.4%

Results for O=P(OC1CCCCC1)(OC1CCCCC1)C(O)c1ccc(Cl)cc1Cl (stereo not drawn) ?
Hsp70 displacement: 0.3%

3 successive records out of the list so far, for reference:
What do the screens show for `COC(=O)c1ccccc1N(C)S(C)(=O)=O`?
Hsp70 displacement: 3.9%; Rat MKP-3 inhibitors: -4.5%

What do the screens show for `CS(=O)(=O)N(CC(=O)N1CCN(c2cccc(Cl)c2)CC1)c1cccc(F)c1`?
Hsp70 displacement: -0.9%; Rat MKP-3 inhibitors: -8.4%

Results for O=P(OC1CCCCC1)(OC1CCCCC1)C(O)c1ccc(Cl)cc1Cl (stereo not drawn) ?
Hsp70 displacement: 0.3%

(cont.)
What do the screens show for `CCOC(=O)C1=C(C)N(C)C(=O)NC1c1ccc(OC)c(OC)c1OC` (stereo not drawn)?
Hsp70 displacement: -1.8%; Rat MKP-3 inhibitors: 0.0%

Results for O=C(Nc1nc2c(s1)CN(Cc1ccccc1)CC2)c1cccc(S(=O)(=O)N2CCc3ccccc32)c1 ?
Hsp70 displacement: 18.3%

What do the screens show for `O=C(O)c1ccc(S(=O)(=O)c2ccc3c(c2)C(=O)N(Cc2ccco2)C3=O)cc1`?
Hsp70 displacement: 1.0%; Rat MKP-3 inhibitors: -4.0%

Results for Cc1cc(NC(=O)CSc2n[nH]c(CC(C)C)n2)no1 ?
Hsp70 displacement: -3.6%; Rat MKP-3 inhibitors: -1.4%

Results for CC(=O)c1sc2nc(-c3cccs3)cc(C(F)(F)F)c2c1N ?
Hsp70 displacement: -35.3%; Rat MKP-3 inhibitors: -9.7%

What do the screens show for `COc1ccc(N2C(=O)CSC23CCCCC3)cc1`?
Hsp70 displacement: 1.2%; Rat MKP-3 inhibitors: -6.2%

Results for O=C(CSc1nccc(=O)[nH]1)Nc1ccc(F)c(Cl)c1 ?
Hsp70 displacement: 7.3%; Rat MKP-3 inhibitors: -9.6%

What do the screens show for `COc1ccc(Oc2ncc(CN3CCN(c4ccccc4)CC3)s2)cc1`?
Hsp70 displacement: 3.9%

What do the screens show for `O=C(Nc1nc2c(c(=O)[nH]1)CCCC2)C1CC1`?
Hsp70 displacement: -0.8%

How did CCC(N1CCOC1=O)S(=O)(=O)c1ccc(C)cc1 (stereo not drawn) do in these assays?
Hsp70 displacement: 1.3%

Results for COc1ccc(NS(=O)(=O)c2ccccc2)cc1OC ?
Hsp70 displacement: -4.5%; Rat MKP-3 inhibitors: 2.8%

What do the screens show for `CC(C)(C)NC(=O)CN1CCC(O)(c2ccc3c(c2)OCO3)CC1`?
Hsp70 displacement: 5.2%

What do the screens show for `Cc1n[nH]c(C)c1Sc1ccccc1N=Cc1cc(Cl)ccc1O`?
Hsp70 displacement: 8.4%; Rat MKP-3 inhibitors: 1.7%

Results for O=C(NCC1CCCO1)c1cc(-c2ccco2)nc2ccccc12 (stereo not drawn) ?
Hsp70 displacement: 2.8%; Rat MKP-3 inhibitors: -3.4%

What do the screens show for `COc1cccc2c(=O)n(CC(=O)NC3CCCC3)ccc12`?
Hsp70 displacement: 5.2%; Rat MKP-3 inhibitors: -4.5%

What do the screens show for `CCOc1cccc2sc(NC(=O)c3ccc(Br)cc3)nc12`?
Hsp70 displacement: -0.6%; Rat MKP-3 inhibitors: 5.6%

What do the screens show for `O=C1c2ccccc2C(=O)N1CCCSc1nc2ccccc2o1`?
Hsp70 displacement: 3.0%&-1.2%; Rat MKP-3 inhibitors: 1.6%&2.0%

What do the screens show for `CC(=O)OCC[N+](C)(C)C`?
Hsp70 displacement: -0.6%; Rat MKP-3 inhibitors: 6.1%

Results for CC(C)(C)c1csc(NC(=O)c2c(F)c(F)c(F)c(F)c2F)n1 ?
Hsp70 displacement: -4.5%; Rat MKP-3 inhibitors: 0.3%

Results for Cc1ccc2nc(-c3cccc(NC(=O)c4ccco4)c3)[nH]c2c1 ?
Hsp70 displacement: -1.9%; Rat MKP-3 inhibitors: 0.4%

Results for COCCCNC(=O)CN(c1cc(OC)ccc1OC)S(=O)(=O)c1ccccc1 ?
Hsp70 displacement: 1.2%; Rat MKP-3 inhibitors: -4.9%

What do the screens show for `Cc1cc(C(=O)OCC(=O)NC2CCCCC2)c(C)o1`?
Hsp70 displacement: 2.1%

Results for Cc1cccc(OCCCN2CCCCCC2)c1 ?
Hsp70 displacement: -3.6%; Rat MKP-3 inhibitors: -10.8%

Results for COc1ccccc1NS(=O)(=O)c1cccc2c1C(=O)c1ccccc1C2=O ?
Hsp70 displacement: -5.9%; Rat MKP-3 inhibitors: 1.3%

Results for O=C(CN1C(=O)NC2(CCCCC2)C1=O)Nc1ccccc1Cl ?
Hsp70 displacement: 6.1%; Rat MKP-3 inhibitors: -4.0%

What do the screens show for `N=c1n(CCN2CCOCC2)c2ccccc2n1Cc1ccccc1Br`?
Hsp70 displacement: -2.2%; Rat MKP-3 inhibitors: -5.4%

What do the screens show for `COC(=O)c1cc(COc2ccc3c(c2)oc(=O)c2ccccc23)c(C)o1`?
Hsp70 displacement: -4.1%

What do the screens show for `CCOC(=O)C1=C(C)N=c2s/c(=C/c3ccc(OC)cc3)c(=O)n2C1c1sccc1C` (stereo not drawn)?
Hsp70 displacement: -2.5%; Rat MKP-3 inhibitors: 2.9%

Results for CCOc1ccc2[nH]c(C)c(CN3CCN(C)CC3)c(=O)c2c1 ?
Hsp70 displacement: 4.0%

How did CCc1ccc(N2C(=O)NC(=O)/C(=C\c3cc(Cl)c(O)c(Cl)c3)C2=O)cc1 do in these assays?
Hsp70 displacement: -2.5%; Rat MKP-3 inhibitors: 2.3%

Results for CC(C)(C)C(=O)NC1CCN(C(=O)N2CCCC2)CC1 ?
Hsp70 displacement: 5.4%; Rat MKP-3 inhibitors: 1.7%

Results for COCCSc1ccccc1C(=O)N1CCN(Cc2ccc3c(c2)OCO3)CC1 ?
Rat MKP-3 inhibitors: -5.6%

Results for Cc1ccccc1C(=O)NC1CCN(C(=O)N(c2ccccc2)c2ccccc2)CC1 ?
Hsp70 displacement: -1.2%

How did O=C(c1cc2c(ccc3ccccc32)oc1=O)N1CCN(CCO)CC1 do in these assays?
Hsp70 displacement: 2.1%; Rat MKP-3 inhibitors: -5.1%

Results for CCCCOC(=O)CNc1nnc(SCC(=O)OCC)[nH]c1=O ?
Hsp70 displacement: -1.3%&0.8%; Rat MKP-3 inhibitors: -2.2%&1.9%

Screening data as filed in PubChem.

Not all compounds are listed, so the mix of outcomes need not match the whole.
